Bioassay records (PubChem)
SUMO Mot1 rescue: SUMOylation pathway inhibition by Mot1-301 growth rescue; S. cerevisiae Mot1-301 growth rescue, ATP luminescence, 38.5C; percent above DMSO median, 100 means doubled; 320,000 tested, 1% active; growth rescue, % at 18.8 µM;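 active = every valid replicate shows activation above 250% relative to neutral control wells; inactive = the rest, any valid replicate at or below 250%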;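 note: OY570 slx delta 5 strain wells were the positive control but not used for scaling; some compounds called inactive have numbers as strong as hits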
CDK5 p35 inh: CDK5/p35 (human) kinase inhibition. inhibition, % at 10 µM. Q00535+Q15078. 330,000 tested, 0.01% active. Recombinant CDK5/p35, ADP-Glo luminescence, 60 min. AID 488839;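 active = highest replicate inhibition of at least 50% and at least 75% of replicates reaching 50%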;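 note: plate controls were DMSO neutral control for no effect and GW8510 at 10 µM for full effect; many of its hits are not listed in these tables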
Target sequence (Q00535 whole entry, looked up): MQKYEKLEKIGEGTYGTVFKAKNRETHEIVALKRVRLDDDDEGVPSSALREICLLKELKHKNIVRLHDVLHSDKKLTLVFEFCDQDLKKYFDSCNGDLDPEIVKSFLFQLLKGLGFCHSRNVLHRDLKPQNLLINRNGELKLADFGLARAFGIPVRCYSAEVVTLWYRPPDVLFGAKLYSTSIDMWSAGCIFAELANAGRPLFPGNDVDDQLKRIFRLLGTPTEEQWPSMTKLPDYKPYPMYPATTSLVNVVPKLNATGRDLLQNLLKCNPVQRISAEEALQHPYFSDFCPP
Target sequence (Q15078 whole entry, looked up): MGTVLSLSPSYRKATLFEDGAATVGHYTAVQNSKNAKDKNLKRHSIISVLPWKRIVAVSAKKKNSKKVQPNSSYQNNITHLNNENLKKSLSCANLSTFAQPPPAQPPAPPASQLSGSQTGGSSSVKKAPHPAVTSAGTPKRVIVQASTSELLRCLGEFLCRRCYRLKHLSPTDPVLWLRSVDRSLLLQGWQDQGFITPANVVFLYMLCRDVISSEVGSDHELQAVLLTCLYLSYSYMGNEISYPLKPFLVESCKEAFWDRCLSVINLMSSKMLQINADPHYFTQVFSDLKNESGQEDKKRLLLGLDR
PKA-R2B act: activates the human PKA-R2B holoenzyme complex | P22694+P31323 | PKA-R2B holoenzyme dissociation, Cy5-IP20 fluorescence polarization; R2B truncated from residue 108, S112A mutant; 0% DMSO only, 100% 113 µM cGMP | activation, % at 11.4 µM | 340,000 tested, 0.079% active | AID 504700;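 active = activation above a cutoff set at the mean over all compounds plus 3 SD, cut at about 18% in these data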;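 note: higher means more holoenzyme dissociation and a rise in polarization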
Target sequence (P31323 whole entry, looked up, other chains not shown, the tested form may be a part): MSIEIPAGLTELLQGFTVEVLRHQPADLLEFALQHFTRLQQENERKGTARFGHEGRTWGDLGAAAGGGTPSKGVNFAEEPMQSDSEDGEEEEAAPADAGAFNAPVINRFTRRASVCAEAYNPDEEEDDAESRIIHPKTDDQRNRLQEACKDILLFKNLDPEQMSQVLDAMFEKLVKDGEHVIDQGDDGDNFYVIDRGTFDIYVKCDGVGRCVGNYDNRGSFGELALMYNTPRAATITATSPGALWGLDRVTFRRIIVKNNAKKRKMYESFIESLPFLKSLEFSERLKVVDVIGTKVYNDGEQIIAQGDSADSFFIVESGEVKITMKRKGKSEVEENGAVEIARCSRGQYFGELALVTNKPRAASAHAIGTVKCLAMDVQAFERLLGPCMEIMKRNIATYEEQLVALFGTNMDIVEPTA
phage Ecoli inh: E. coli growth loss with phage present; 360,000 tested, 0.26% active; AID 651602; growth absorbance; inhibition, % at 11.9 µM; in the data active = inhibition above about 11%
HTR5A inv ag: inverse agonist of human HTR5A in OPRM1-OPRD1 counter-screen; 340,000 tested, 0.083% active; AID 504634; inhibition, % at 9.3 µM; P47898; HTR5A cell line, luminescence, inverse agonism; in the data active = inhibition mostly above about 23%, no sharp cut-off; inactive = mostly below about 18%;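 note: 0% = cells with DMSO and 100% = no-cell wells with DMSO; some compounds called inactive have numbers as strong as hits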
DAGLB inh: blocks human DAGLB lipase activity; Q8NCG7; HEK293T DAGLB membrane lysate, EnzChek fluorogenic substrate; inhibition, % at 5.17 µM; 340,000 tested, 0.059% active; in the data active = inhibition above about 34%;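 note: 0% = enzyme with vehicle and 100% = wells lacking enzyme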
E coli growth: bacterial growth inhibition, counter-screen for AddAB inhibitors | E. coli V3065 growth, OD600 absorbance, 18 h | inhibition, % at 11.9 µM | 330,000 tested, 0.27% active | AID 449728;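 active = inhibition above the campaign's mean inhibition across all tested compounds plus 3 SD, cut at about 9.9% in these data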;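 note: uninfected addAB+ strain grown without phage in ampicillin broth; 0% = DMSO wells and 100% = ciprofloxacin 0.95 µg/ml wells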
Tat transport: inhibitors of E. coli Tat protein transport; E. coli MC4100 TorA-mCherry Tat export, fluorescence; inhibition, % at 10 µM; 340,000 tested, 0.036% active; AID 488895;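 active = mean replicate inhibition at least 50% and at least half of replicates individually reaching 50%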;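 note: exported cargo escapes ClpAP degradation while cytoplasmic cargo is degraded and loses fluorescence; 0% = median of neutral control wells and 100% = median of NaSCN control wells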
AddAB inh: less growth of phage-infected E. coli with AddAB. E. coli expressing H. pylori AddAB, absorbance growth. inhibition, % at 11.9 µM. 330,000 tested, 0.29% active. AID 435030; in the data active = inhibition above about 12%;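 note: 0% = vehicle wells of infected cells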
PKA-R1A activ: activators of PKA-R1A complex. P00514+P68181. PKA-R1A dissociation, Cy5-IP20 fluorescence polarization; scaled: DMSO 0%, 113 µM cGMP 100%. activation, % at 11.4 µM. 340,000 tested, 0.083% active;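 active = percent activation above the mean of all tested compounds plus 3 SD, cut at about 19% in these data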;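 note: higher means more PKAc released from R1A so a rise in polarization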
HTR5A ag: activates human HTR5A in OPRM1-OPRD1 agonist counter-screen. HTR5A agonist assay, luminescence, cell-based. 340,000 tested, 0.61% active. activation, % at 9.3 µM; in the data active = activation mostly above about 9.5%, no sharp cut-off; inactive = mostly below about 7.6%;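 note: 0% = cells with vehicle only and 100% = reference agonist; strong numbers were not always called active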
The depositor's hits bear a star.

How did O=C(Cc1cccc(F)c1)Nc1ccc2c(c1)CCC2 do in these assays?
SUMO Mot1 rescue: 3.5; CDK5 p35 inh: -0.2; PKA-R2B act: 13.0; phage Ecoli inh: 2.4; HTR5A inv ag: -29.9; DAGLB inh: -5.5; E coli growth: -3.0; Tat transport: -2.3; AddAB inh: 1.3; PKA-R1A activ: -2.5; HTR5A ag: -3.3

How did CCCCNc1c(N)n(CCC)c(=O)[nH]c1=O do in these assays?
SUMO Mot1 rescue: -3.3; CDK5 p35 inh: -0.8; PKA-R2B act: -5.7; phage Ecoli inh: 0.9; HTR5A inv ag: 19.9; DAGLB inh: -3.9; E coli growth: -0.5; Tat transport: 1.3; AddAB inh: -0.2; PKA-R1A activ: -5.9; HTR5A ag: -8.1

How did CCOC(=O)C1C(c2ccc3c(c2)OCO3)NC(=O)NC1(O)C(F)(F)F (stereo unspecified) do in these assays?
SUMO Mot1 rescue: 154.7; CDK5 p35 inh: 1.0; PKA-R2B act: -7.5; phage Ecoli inh: 0.6; HTR5A inv ag: 5.4; DAGLB inh: 1.9; E coli growth: -0.9; Tat transport: -1.5; AddAB inh: 4.3; PKA-R1A activ: -8.3; HTR5A ag: 4.9

What do the screens show for `O=C(CN1CCOCC1)OCCCC1CCCCC1`?
SUMO Mot1 rescue: 6.2; CDK5 p35 inh: -2.0; PKA-R2B act: -8.4; phage Ecoli inh: 1.6; HTR5A inv ag: -29.6; DAGLB inh: 1.2; E coli growth: -2.3; Tat transport: -6.9; AddAB inh: -2.1; PKA-R1A activ: -0.6; HTR5A ag: 2.4

What do the screens show for `O=C(NCc1ccc2c(c1)OCO2)C1Cc2ccccc2CN1C(=O)c1ccco1` (stereo unspecified)?
SUMO Mot1 rescue: 7.4; CDK5 p35 inh: 0.3; PKA-R2B act: 8.8; phage Ecoli inh: 0.9; HTR5A inv ag: 7.8; DAGLB inh: -1.1; E coli growth: 0.8; Tat transport: 1.9; AddAB inh: 3.0; PKA-R1A activ: -8.5; HTR5A ag: -2.8

What do the screens show for `CCN(CC)c1ccc2c(C)c(Cl)c(=O)oc2c1`?
SUMO Mot1 rescue: 872.8; CDK5 p35 inh: 0.0; PKA-R2B act: 1.2; phage Ecoli inh: 3.6; HTR5A inv ag: -9.6; DAGLB inh: -1.3; E coli growth: -1.9; Tat transport: 0.4; AddAB inh: 3.4; PKA-R1A activ: -13.1; HTR5A ag: 3.5

Results for O=C1c2cccc3c([N+](=O)[O-])ccc(c23)C(=O)N1c1ccccn1 ?
SUMO Mot1 rescue: 75.0; CDK5 p35 inh: 0.5; PKA-R2B act: -7.8; phage Ecoli inh: 2.6; HTR5A inv ag: -0.9; DAGLB inh: -11.5; E coli growth: -2.4; Tat transport: -12.2; AddAB inh: 1.4; PKA-R1A activ: -4.6; HTR5A ag: 0.2

How did O=C(c1ccc(Cl)cc1)n1c(NCc2ccccc2)n[nH]c1=S do in these assays?
SUMO Mot1 rescue: 5.2; CDK5 p35 inh: 2.4; PKA-R2B act: -0.5; phage Ecoli inh: -0.8; HTR5A inv ag: 28.4; DAGLB inh: 1.7; E coli growth: -1.2; Tat transport: -0.7; AddAB inh: 0.0; PKA-R1A activ: 9.9; HTR5A ag: -1.9

How did CN(CC(=O)Nc1ccc(S(=O)(=O)N2CCCC2)cc1)Cc1ccc(Cl)cc1 do in these assays?
SUMO Mot1 rescue: -10.0; CDK5 p35 inh: 1.2; PKA-R2B act: -0.4; phage Ecoli inh: 4.3; HTR5A inv ag: 11.4; DAGLB inh: -2.4; E coli growth: 2.4; Tat transport: 2.6; AddAB inh: 7.1; PKA-R1A activ: 4.2; HTR5A ag: 2.3

What do the screens show for `CC1Cc2nc(SCC(=O)NCc3ccco3)n(Cc3ccccc3)c(=O)c2S1` (stereo unspecified)?
SUMO Mot1 rescue: -3.4; CDK5 p35 inh: 1.3; PKA-R2B act: -0.8; phage Ecoli inh: 1.6; HTR5A inv ag: -22.0; DAGLB inh: -0.2; E coli growth: -1.3; Tat transport: -0.6; AddAB inh: -1.9; PKA-R1A activ: -14.0; HTR5A ag: -0.8

Results for CCn1nc2cc(C(=O)NCCc3cccs3)ccc2c1OC ?
SUMO Mot1 rescue: 11.3; CDK5 p35 inh: -0.8; PKA-R2B act: 0.2; phage Ecoli inh: 1.9; HTR5A inv ag: 2.0; DAGLB inh: 1.1; E coli growth: 0.0; Tat transport: 11.0; AddAB inh: 0.1; PKA-R1A activ: -5.6; HTR5A ag: 5.5

Results for Cn1c(SCC(=O)Nc2nccs2)nnc1-c1ccncc1 ?
SUMO Mot1 rescue: -12.7; CDK5 p35 inh: -0.1; PKA-R2B act: 2.2; phage Ecoli inh: 1.1; HTR5A inv ag: 14.1; DAGLB inh: -1.2; E coli growth: -1.2; Tat transport: -1.4; AddAB inh: 3.2; PKA-R1A activ: 10.5; HTR5A ag: 2.3

How did CCOC(=O)c1c(C)n(C)c2ccc(OC)c(NC(=O)CN3CCCCC3)c12 do in these assays?
SUMO Mot1 rescue: 37.4; CDK5 p35 inh: 2.1; PKA-R2B act: 13.0; phage Ecoli inh: -0.3; HTR5A inv ag: 6.3; DAGLB inh: 0.3; E coli growth: 1.2; Tat transport: -3.2; AddAB inh: 2.9; PKA-R1A activ: 4.0; HTR5A ag: -0.1

Results for CCCCC(=O)Nc1nnc(CCOC)s1 ?
SUMO Mot1 rescue: -7.5; CDK5 p35 inh: -2.6; PKA-R2B act: 4.7; phage Ecoli inh: 4.5; HTR5A inv ag: 2.8; DAGLB inh: -2.6; E coli growth: -0.1; Tat transport: -10.1; AddAB inh: 2.2; PKA-R1A activ: -4.4; HTR5A ag: -1.1

What do the screens show for `CCOC(=O)c1c(NC(=O)COC(=O)c2ccc(NC(=O)CC#N)cc2)sc(C(=O)NC)c1C`?
SUMO Mot1 rescue: -14.2; CDK5 p35 inh: -7.8; PKA-R2B act: 0.9; phage Ecoli inh: 1.1; HTR5A inv ag: -1.4; DAGLB inh: 1.7; E coli growth: -1.8; Tat transport: -0.5; AddAB inh: -3.0; PKA-R1A activ: -7.3; HTR5A ag: 0.4

What do the screens show for `Cc1ccc2nc(-c3ccccc3)oc(=O)c2c1`?
SUMO Mot1 rescue: 148.4; CDK5 p35 inh: 7.9; PKA-R2B act: -9.8; phage Ecoli inh: 1.6; HTR5A inv ag: -14.2; DAGLB inh: -3.1; E coli growth: -0.3; Tat transport: 3.3; AddAB inh: 1.6; PKA-R1A activ: 0.7; HTR5A ag: 3.8

What do the screens show for `O=C(Nc1ccncc1)c1cc2ccccc2cc1O`?
SUMO Mot1 rescue: -9.3; CDK5 p35 inh: 0.9; PKA-R2B act: -7.7; phage Ecoli inh: 8.1; HTR5A inv ag: -15.8; DAGLB inh: 6.0; E coli growth: 7.3; Tat transport: 0.9; AddAB inh: 3.2; PKA-R1A activ: -9.8; HTR5A ag: -3.1

What do the screens show for `Cc1onc(-c2c(F)cccc2Cl)c1C(=O)OCC(=O)c1c(N)n(C)c(=O)n(C)c1=O`?
SUMO Mot1 rescue: -16.2; CDK5 p35 inh: 1.0; PKA-R2B act: -2.1; phage Ecoli inh: -0.7; HTR5A inv ag: -8.0; DAGLB inh: -2.2; E coli growth: 1.9; Tat transport: -3.3; AddAB inh: 1.4; PKA-R1A activ: 1.2; HTR5A ag: 2.9

How did Cc1cc2nc(/N=C(\N)NC(=O)C(C)C)nc(C)c2cc1C do in these assays?
SUMO Mot1 rescue: 7.2; CDK5 p35 inh: -2.2; PKA-R2B act: 1.2; phage Ecoli inh: -3.2; HTR5A inv ag: -1.0; DAGLB inh: -0.7; E coli growth: -3.9; Tat transport: -1.0; AddAB inh: -1.4; PKA-R1A activ: -3.6; HTR5A ag: 0.4

Results for CC(=O)N1CCN(S(=O)(=O)c2c(C)n(C)c(=O)n(C)c2=O)CC1 ?
SUMO Mot1 rescue: -15.9; CDK5 p35 inh: -4.9; PKA-R2B act: 4.4; phage Ecoli inh: 1.6; HTR5A inv ag: -3.3; DAGLB inh: -0.7; E coli growth: 0.5; Tat transport: 2.0; AddAB inh: 7.0; PKA-R1A activ: -2.6; HTR5A ag: 1.3

How did CC(C)Sc1nc(NCc2ccco2)c2c3c(sc2n1)COC(C)(C)C3 do in these assays?
SUMO Mot1 rescue: -1.0; CDK5 p35 inh: -0.2; PKA-R2B act: -6.3; phage Ecoli inh: 2.0; HTR5A inv ag: -10.8; DAGLB inh: -0.7; E coli growth: -2.3; Tat transport: 2.0; AddAB inh: 2.0; PKA-R1A activ: -9.3; HTR5A ag: 3.8

Results for Cc1ccc2oc(=O)c(/C=C(\O)C(C)(C)C)nc2c1 ?
SUMO Mot1 rescue: -1.7; CDK5 p35 inh: -4.0; PKA-R2B act: -1.4; phage Ecoli inh: 2.8; HTR5A inv ag: 5.8; DAGLB inh: -3.2; E coli growth: 2.9; Tat transport: 2.2; AddAB inh: -2.6; PKA-R1A activ: -1.9; HTR5A ag: 6.8

How did O=C(NCc1ccc2c(c1)OCO2)c1n[nH]c(=O)c2ccccc12 do in these assays?
SUMO Mot1 rescue: 66.8; CDK5 p35 inh: 2.5; PKA-R2B act: -6.8; phage Ecoli inh: 6.0; HTR5A inv ag: 0.7; DAGLB inh: -2.8; E coli growth: 0.0; Tat transport: -1.0; AddAB inh: 3.6; PKA-R1A activ: -4.5; HTR5A ag: -0.3

What do the screens show for `O=C(CSc1nc2ccccc2s1)N1CCOCC1`?
SUMO Mot1 rescue: 3.0; CDK5 p35 inh: -0.7; PKA-R2B act: -0.3; phage Ecoli inh: 1.3; HTR5A inv ag: 22.9; DAGLB inh: -6.4; E coli growth: 0.6; Tat transport: 2.3; AddAB inh: 0.9; PKA-R1A activ: 1.2; HTR5A ag: 0.9

How did CCO[C@@H]1OC(C(=O)NCc2ccccc2)=C[C@H](c2ccc(Br)cc2)[C@H]1CCCO do in these assays?
SUMO Mot1 rescue: 8.6; CDK5 p35 inh: 0.7; PKA-R2B act: -5.2; phage Ecoli inh: 0.6; HTR5A inv ag: -18.1; DAGLB inh: -3.6; E coli growth: 2.1; Tat transport: 16.0; AddAB inh: 1.5; PKA-R1A activ: 3.9; HTR5A ag: -0.7

What do the screens show for `Cn1c(=NC(=O)CS(=O)(=O)c2ccc(F)cc2)sc2ccccc21`?
SUMO Mot1 rescue: -3.2; CDK5 p35 inh: -0.3; PKA-R2B act: -1.9; phage Ecoli inh: 0.7; HTR5A inv ag: -6.0; DAGLB inh: -1.9; E coli growth: -1.5; Tat transport: 2.0; AddAB inh: 0.0; PKA-R1A activ: 1.4; HTR5A ag: 2.2

Results for COc1cccc(CNc2ccc(Br)cn2)c1O ?
SUMO Mot1 rescue: 136.3; CDK5 p35 inh: -0.7; PKA-R2B act: -0.9; phage Ecoli inh: 1.9; HTR5A inv ag: 14.8; DAGLB inh: -2.5; E coli growth: -0.7; Tat transport: -1.3; AddAB inh: -0.5; PKA-R1A activ: 0.1; HTR5A ag: -6.2

How did CN(CC(=O)Nc1ccc(N2CCOCC2)cc1)C(=O)CSc1ccc(Br)cc1 do in these assays?
SUMO Mot1 rescue: 5.9; CDK5 p35 inh: 0.0; PKA-R2B act: 1.7; phage Ecoli inh: 3.1; HTR5A inv ag: -17.2; DAGLB inh: -4.5; E coli growth: 1.8; Tat transport: 8.3; AddAB inh: 2.0; PKA-R1A activ: 4.8; HTR5A ag: 2.9
